Screens: PubChem, National Center for Advancing Translational Sciences (NCATS)
Lipid storage S3 = qHTS Assay for Lipid Storage Modulators in Drosophila S3 Cells; Drosophila S3 cells, BODIPY lipid droplet fluorescence, 18-24 h; cells fed with added oleic acid; lipid storage change, negative = inhibition, % at the top dose, mostly 46.1 µM; hits show Potency in µM; 320,000 tested, 0.64% active; active means well fitted inhibition curve with a large enough effect in the signal ratio, with a control signal flat, not every such curve was filed as active; inconclusive means small, poorly fitted or top-dose-only effect, or effect the other way, or a change in a side signal; the % refers to the signal ratio
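Laser-scanning cytometry quantifies lipid droplet accumulation (500–530 nm total intensity; droplet/cell object ratio) in oleic acid-fed (400 uM added) Drosophila S3 cells treated with a concentration series. 20 uM Triacsin C defined 100% inhibition.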
Lipid storage S3 cell count max = also measured in Lipid storage S3; calls as there; cell number change, %; measured here: cell count max response;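 cells counted by Cell Tracker Red CMTPX staining in the red channel; peak over a dose series mostly up to 46.1 µM; percent activity relative to internal control wells on each plate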
Starred values were filed as active, the others as inactive; i = inactive; u = inconclusive; x = no result given. On the % scale 0 is the no-effect control and ±100 the full control effect; potency means the concentration at half of the fitted maximal effect. An excerpt; rates above refer to the full screens.

entry	Lipid storage S3	Lipid storage S3 cell count max	mol
1	u	x	Cc1nn(Cc2ccccc2)c(C)c1NC(=O)CCCn1nc(C)c([N+](=O)[O-])c1C
2	u	x	CC(C)NC(=O)NC(=O)COC(=O)c1cccc(OC(F)F)c1
3	12%	11	CCCCSCc1nc2ccccn2c1Br
4	u	x	COc1ccc(OC)c(-n2c(C)ccc2-c2ccc(S(C)(=O)=O)cc2)c1
5	u	x	O=C(Nc1ccn(Cc2ccccc2F)n1)c1ccc(COc2ccccc2Cl)cc1
6	u	x	COc1ccc(NC(=O)CN2CCC(NC(=O)c3ccco3)CC2)c([N+](=O)[O-])c1
7	u	x	Cc1ccc2[nH]c3c(=O)n(CC(=O)N4CCN(C)CC4)ncc3c2c1
8	u	x	c1ccc2c(c1)[nH]c1c(N3CCOCC3)ncnc12
9	1%	-15	COC(=O)c1c(C)oc(C)c1S(=O)(=O)NCC1CC1
10	i	x	COC(=O)c1cc(NC(=O)C2CC=CCC2C(=O)O)cc(C(=O)OC)c1 (stereo not given)
11	-6%	5	COc1ccc(CCNC(=O)C2CCCN2C(=O)Nc2ccc(C)cc2)cc1OC (stereo not given)
12	i	13	COc1cc2c(cc1OC)C(c1cc3cc(C)ccc3[nH]c1=O)N(C(=O)c1ccco1)CC2 (stereo not given)
13	-10%	-11	CC(C)C(NC(=S)Nc1ccccc1)C(=O)O (stereo not given)
14	u	x	C/C(CC(=O)NC12CC3CC(CC(C3)C1)C2)=N\NC(=O)Cc1cccs1
15	3%	-9	CC(C)CC(OC(=O)c1ccco1)C(=O)NC1CCCCC1 (stereo not given)
16	u	x	O=C1CC(c2ccco2)Cc2nc(Nc3nc(-c4ccccc4)c4ccccc4n3)ncc21 (stereo not given)
17	u	x	OC[C@H]1O[C@@H](n2cnc3c(NC4CCCC4)nc(Cl)nc32)[C@H](O)[C@@H]1O
18	i	-7	CCC(=O)Nc1ccc(Oc2ccc3c(c2)C(=O)NC3=O)cc1
19	-4%	12	Cc1ccc(-n2c(-c3ccco3)n[nH]c2=S)cc1
20	12%	-13	CC1=CC(C)(C)N(C(=O)CNC2CCCCC2)c2cc(C)ccc21
21	u	x	COc1ccccc1N(C)S(=O)(=O)c1ccc(C)c(C(=O)Nc2nccs2)c1
22	-9%	-23	Cc1cc(C2C(C#N)=C(N)Oc3n[nH]c(C)c32)c(C)s1 (stereo not given)
23	u	x	CCOC(=O)Cn1c2c(c(=N)c3ccccc31)CCC2
24	u	x	CCN(CC)S(=O)(=O)c1ccc(NC(=O)COC(=O)CN2C(=O)c3ccccc3C2=O)cc1
25	i	x	O=C(CCCN1C(=O)c2ccccc2C1=O)N1CCC(c2ccccc2)C1 (stereo not given)
26	u	x	O=C(NCc1cccnc1)c1ccc(Br)o1
27	2%	4	O=c1c2ccccc2nc2ccccn12
28	u	x	Cc1cccc(CSCCNC(=O)CCSc2ccccc2)c1
29	u	x	COc1cccc(OCC(=O)NNC(=S)Nc2ccc(Cl)cc2Cl)c1
30	1%	4	Cc1cc(O)c(C2(O)C(=O)Nc3ccccc32)cc1C (stereo not given)
31	u	x	CCOc1ccc(CCNC(=O)CSc2cc(=O)n(C)c3cc(Cl)ccc23)cc1OCC
32	10%	4	C(=N\Nc1nc(Nc2ccccc2)nc(N2CCCCC2)n1)/c1ccco1
33	u	x	CCn1cc(/C=C(\NC(=O)c2ccccc2OC)C(=O)NCCCn2ccnc2)c2ccccc21
34	u	x	CC(=O)Nc1ccc(NC(=O)c2ccccc2S(=O)(=O)c2ccccc2[N+](=O)[O-])cc1
35	u	x	COc1ccc(-c2cnc(SCCNC(=O)c3ccc4c(c3)OCO4)[nH]2)cc1
36	u	x	CNC(=O)c1cc2ncc(C(F)(F)F)cc2s1

Single records (already shown). Values in the order: Lipid storage S3	Lipid storage S3 cell count max
`Cc1cccc(CSCCNC(=O)CCSc2ccccc2)c1` in the list: u	x
`Cc1cc(O)c(C2(O)C(=O)Nc3ccccc32)cc1C` (stereo not given) in the list: 1%	4
`CNC(=O)c1cc2ncc(C(F)(F)F)cc2s1` in the list: u	x
`O=C(NCc1cccnc1)c1ccc(Br)o1` in the list: u	x
`O=C(CCCN1C(=O)c2ccccc2C1=O)N1CCC(c2ccccc2)C1` (stereo not given) in the list: i	x

Rewritten screen by screen: part of the list above
28	Cc1cccc(CSCCNC(=O)CCSc2ccccc2)c1
29	COc1cccc(OCC(=O)NNC(=S)Nc2ccc(Cl)cc2Cl)c1
Screen / compound no.,28,29
Lipid storage S3,u,u
Lipid storage S3 cell count max,x,x

Carrying on:
entry	Lipid storage S3	Lipid storage S3 cell count max	mol
37	u	x	Cc1c(C(=O)N2CCN(CCc3ccccn3)CC2)oc2ccc(Cl)cc12
38	u	x	CC(C)(C)NC(=O)NC(=O)COC(=O)COc1ccc(Cl)cc1Cl
39	u	x	CCn1ccc(C(=O)Nc2ccc3c(c2)CCC3)n1
40	i	19	Cc1cc(N2CCCC2)c(C)cc1C=O
41	u	x	CCOc1ccc(NC(=O)CN(C)C(=O)c2cc(C)on2)cc1OCC
42	u	x	CCc1nnc(NS(=O)(=O)c2ccc(Nc3ccc([N+](=O)[O-])c4nonc34)cc2)s1
43	u	x	O=C(CN1CCN(C2CCCCC2)CC1)c1c[nH]c2ccccc12
44	u	x	COc1ccc(C2C(C(=O)NCc3ccccn3)c3cc(OC)c(OC)cc3C(=O)N2C)cc1 (stereo not given)
45	u	x	COc1ccc(NC(=O)CSc2nnc(C)n2C2CCCCC2)cc1
46	-1%	x	CCOC(=O)C(=O)N(CC)C1CCS(=O)(=O)C1 (stereo not given)
47	u	x	CCCCS(=O)Cc1ccccc1 (stereo not given)
48	u	x	Cc1ccc(C)c(C(C)NC(=O)Cc2cccs2)c1 (stereo not given)

Next section; the last four above are carried over.
entry	Lipid storage S3	Lipid storage S3 cell count max	mol
45	u	x	COc1ccc(NC(=O)CSc2nnc(C)n2C2CCCCC2)cc1
46	-1%	x	CCOC(=O)C(=O)N(CC)C1CCS(=O)(=O)C1 (stereo not given)
47	u	x	CCCCS(=O)Cc1ccccc1 (stereo not given)
48	u	x	Cc1ccc(C)c(C(C)NC(=O)Cc2cccs2)c1 (stereo not given)
49	u	x	CCCN1C(=O)/C(=N\OCC(=O)NC23CC4CC(CC(C4)C2)C3)c2ccccc21
50	i	18	CCOc1cc(NC(=O)c2ccccn2)c(OCC)cc1NC(=O)c1ccc(Cl)cc1
51	i	21	Cc1cc(C)cc(N(CC(=O)NC2CCCCC2)C(=O)CNC(=O)c2ccco2)c1
52	24%	x	CCOc1cc(/C=C2/C(=N)N3C(=NC2=O)SN=C3S(=O)(=O)C(C)C)ccc1OC(=O)c1ccco1
53	u	x	CCc1nc2c(n1O)CCc1nonc1-2
54	10%	3	Cc1ccc(-c2cc(C(=O)Nc3c(C#N)cnn3C)no2)cc1
55	4%	1	CCC(c1nnnn1Cc1ccco1)N1CCN(C(=O)c2ccco2)CC1 (stereo not given)
56	u	x	C=CCNc1nnc(Cc2ccc(C(C)C)cc2)c(=O)[nH]1
57	u	x	CN(C)c1nc(C=C(C#N)C#N)c(Cl)n1-c1ccc(F)cc1
58	u	x	NS(=O)(=O)c1ccc(CCNc2ccccc2[N+](=O)[O-])cc1
59	u	x	Cc1ccc(NC(=O)COc2coc(CN3CCN(c4ccccc4)CC3)cc2=O)cc1
60	u	x	CC(C)(C)N1CC(C(=O)Nc2ccc(S(=O)(=O)N3CCCCC3)cc2)CC1=O (stereo not given)

Five compounds drawn at random from the list so far, as already listed:
entry	Lipid storage S3	Lipid storage S3 cell count max	mol
49	u	x	CCCN1C(=O)/C(=N\OCC(=O)NC23CC4CC(CC(C4)C2)C3)c2ccccc21
53	u	x	CCc1nc2c(n1O)CCc1nonc1-2
52	24%	x	CCOc1cc(/C=C2/C(=N)N3C(=NC2=O)SN=C3S(=O)(=O)C(C)C)ccc1OC(=O)c1ccco1
56	u	x	C=CCNc1nnc(Cc2ccc(C(C)C)cc2)c(=O)[nH]1
55	4%	1	CCC(c1nnnn1Cc1ccco1)N1CCN(C(=O)c2ccco2)CC1 (stereo not given)

Next structures follow.
entry	Lipid storage S3	Lipid storage S3 cell count max	mol
61	-2%	-1	COc1ccccc1CNC(=O)C1CCC1
62	u	x	COC(=O)c1cc2ccccc2c(-c2c(OC)c(C(=O)OC)cc3ccccc23)c1OC
63	i	x	COCCCNc1nc(-c2ccc(Cl)cc2)nc2ccccc12
64	u	x	CCOC(=O)[C@@H]1[C@H]2COc3ccccc3[C@@H]2N2C(=O)N(c3ccccc3)C(=O)[C@]12C
65	u	x	CC1CC(C)CN(C(=S)NC2CCCCC2)C1 (stereo not given)
66	u	x	COc1cccc(C2CC(c3ccc(Cl)cc3Cl)Nc3nc(N)nn32)c1 (stereo not given)
67	0%	-15	CC(Nc1nc(-c2ccccc2F)nc2ccccc12)c1ccccc1 (stereo not given)
68	-1%	9	Cc1c(N(C(=O)CNC(=O)c2ccccc2)C2(C(=O)NC3CCCCC3)CCCCC2)c(=O)n(-c2ccccc2)n1C
69	i	x	CCOC(=O)C1CCCN(Cc2nc(N)nc(Nc3ccccc3)n2)C1 (stereo not given)
70	u	x	COC(=O)C1=C(C)N(C)C(C)=C(C(=O)OC)C1c1cccc(Br)c1
71	u	x	CCOc1ccc(CCNC(=O)CCC(=O)N2CCSc3ccccc32)cc1OCC
72	u	x	Cc1n[nH]c(=S)n1/N=C/c1ccc(OCc2ccc(Cl)cc2Cl)cc1
73	u	x	CCOc1ccc(NC(=O)Nc2ccc(Cc3ccncc3)cc2)cc1
74	u	x	CCOC(=O)c1cc2c(ccn2C)n1CC(=O)N1C(C)CCCC1C (stereo not given)
75	u	x	CN(CCCOc1ccccc1Br)Cc1ccccc1
76	u	x	Cc1cc2c(nn1)CCC/C2=N\O
77	-2%	-15	COc1ccc(C)cc1N(CC(=O)Nc1cccnc1)S(=O)(=O)c1ccccc1
78	i	x	COc1ccccc1S(=O)(=O)Cc1ccc(C(=O)NCc2ccc(C)cc2)o1
79	u	x	O=[N+]([O-])c1ccc(OCCO)nc1
80	11%	17	CCC1CCc2c(sc(NC(C)=O)c2C#N)C1 (stereo not given)
81	u	x	CCCc1nnc(NC(=O)CCC(=O)NCCc2ccc(Cl)cc2)s1
82	u	x	COc1ccc(/C=C2\SC(=S)N(CC(=O)NCCO)C2=O)cc1
83	21%	22	Cc1sc(NC(=O)c2ccc(=O)n(C)n2)nc1-c1ccccc1
84	-4%	2	Cn1c(=O)c2c(ncn2CCC(=O)N/N=C/c2cccnc2)n(C)c1=O
85	u	x	O=C1CCCC/C1=C/Nc1ccc(C(=O)O)cc1
86	u	x	O=c1c2[nH]c3ccc(F)cc3c2ncn1CCN1CCOCC1
87	i	x	O=C1CC(c2ccccc2)CC(O)=C1C=NCc1ccco1 (stereo not given)
88	9%	20	Cc1c(OCC(=O)N2CCC(C(=O)O)CC2)ccc2c1oc(=O)c1ccccc12
89	i	x	COC(=O)c1ccccc1NC(=O)CN1CCC(n2nnc3cc(F)ccc32)CC1
90	u	x	O=C(c1cnc2n(c1=O)CCS2)N1CCN(c2ccc([N+](=O)[O-])cc2)CC1
91	u	x	Cc1n[nH]c(=O)nc1NCc1ccco1
92	u	x	Cc1nnc(NC(=O)CSc2nc(C(C)C)nc3ccccc23)s1
93	u	x	Cc1cc(NC(=O)Nc2ccccc2F)ccc1Br
94	i	8	COc1ccc(-c2cc(C(=O)O)c3ccccc3n2)c(OC)c1
95	u	x	O=C(NCCc1c[nH]c2ccccc12)C(=O)Nc1cc2c3c(c1)CC(=O)N3CCC2
96	u	x	Nc1nc2n(n1)C(c1cccc(Cl)c1)CC(c1ccc(F)cc1)N2 (stereo not given)
97	5%	9	C=CCn1c(SC2CCOC2=O)nc2sc(C)c(C)c2c1=O (stereo not given)
98	u	x	COc1ccccc1C(=O)NNC(=O)c1sccc1-n1cccc1
99	u	x	CC(=O)N(C(C)=O)c1ncc2c([nH]c3ccccc32)c1C#N
100	u	x	Cc1ccccc1-c1nnc(-c2ccccc2)o1
101	u	x	Cn1nnnc1Sc1ncnc2scc(-c3ccc(Cl)cc3)c12
102	-27%	9	COc1ccc(-c2nc(/C=C3\C(C)=Nc4ccccc43)c(O)o2)cc1
103	1%	-1	COc1ccc(OCc2cc(C(=O)N3CCCC(O)C3)no2)c2ccccc12 (stereo not given)
104	-2%	5	COc1ccc(C2CC(c3cccs3)Nc3nnnn32)cc1 (stereo not given)
105	u	x	COCCn1c(SCC(=O)Nc2ccc3[nH]c(=O)[nH]c3c2)nc2ccccc2c1=O
106	-1%	-14	CCOC(=O)c1[nH]nc(N)c1NC(=O)c1ccc(Cl)cc1Cl
107	-2%	6	CCS(=O)(=O)C1=NSC2=NC(=O)/C(=C\c3cc(C)n(-c4cccc(OC)c4)c3C)C(=N)N21
108	u	x	COc1ccc(-n2c(=S)[nH]c3cc(C(=O)NCCCN4CCCC4=O)ccc3c2=O)cc1OC
109	i	28	COc1ccc(/C=C/c2c(-c3cccc(C)c3)oc3ccc(-c4ccc5c(c4)OCO5)cc23)cc1
110	2%	17	O=Cc1cn(CC(=O)N2CCOCC2)c2ccccc12
111	u	x	C=CC[N+](C)(C)CCN1C(=O)C2C(c3ccccc3)C=CC(c3ccccc3)C2C1=O (stereo not given)
112	i	0	COc1ccc(C2C(C#N)=C(N)Oc3cc(C)n(Cc4ccncc4)c(=O)c32)cc1 (stereo not given)
113	u	x	Nc1ccc(C(=O)NCC(=O)O)cc1
114	u	x	Cc1[nH]c2ccc(C(=O)OCCN(C)C)cc2c1C
115	0%	14	COc1ccc(CC2C(=O)OC(C)(C)OC2=O)c(Cl)c1OC
116	u	x	O=C(Nc1cccc(O)c1)c1noc2c1CCCCC2
117	u	x	COc1ccc(C)cc1NC(=O)CSc1ccc(-c2ccco2)nn1
